# Compound activity deposited in PubChem BioAssay by The Scripps Research Institute Molecular Screening Center.
# ADAM17 inh = inhibitors of human ADAM17 | inhibition, % at 6.95 µM | recombinant ADAM17, EDANS/DABCYL FRET peptide cleavage | hit rate 0.83% among 370,000 | P78536;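 active = inhibition above the mean of compounds lying between control limits plus 3 SD, set per campaign, cut at about 8.5% in these data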;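 also: 0% = DMSO-only wells as the low control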
# TDP2 absorb = TDP2 (human) inhibition, absorbance primary screen. O95551. recombinant TDP2, T5PNP hydrolysis, p-nitrophenol absorbance 415 nm. inhibition, % at 12.8 µM. hit rate 0.34% among 370,000. AID 720702;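 active = inhibition above the mean of all tested compounds plus 3 SD, set per campaign, cut at about 25% in these data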;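 also: 0% = DMSO with enzyme and 100% = buffer with substrate but no TDP2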
#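 Incubation: 2 h at 37 °C; Test system: recombinant human TDP2; Quantity: enzyme 120 nM; Read-out basis: percent inhibition; Medium: 50 mM Tris-HCl pH 7.5 with Mg2+, KCl, DTT, BSA; Repeats: single replicate; Compound: 12.8 µM single point, 1% DMSO; Signal: epi absorbance; Reagent: 5 mM T5PNP chromogenic substrate; Benchmarks: no-enzyme high, DMSO-plus-enzyme low.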
# ASAP1 inh = ASAP1 ArfGAP inhibition. inhibition, % at 16.5 µM. ASAP1-stimulated ARF1 GTP hydrolysis, GDP FP detection. AID 624377. hit rate 0.19% among 360,000; in the data active = inhibition above about 25%;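 also: 0% = vehicle with enzyme and substrate and 100% = no enzyme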
# KLK7 zymogen act = activates the human kallikrein-7 zymogen; P49862; purified proKLK7, EDANS-DABCYL substrate fluorescence; 100% is mature enzyme control, 0% vehicle; activation, % at 7 µM; hit rate 0.9% among 370,000;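 active = activation above the mean of all tested compounds plus 3 SD, computed per campaign excluding outliers beyond control limits, cut at about 13% in these data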
# PLC-gamma1 inh = inhibitors of human phospholipase C gamma1; P19174; purified PLC-gamma1, fluorogenic substrate, fluorescence; inhibition, % at 12.2 µM; hit rate 0.84% among 370,000; AID 720700; in the data active = inhibition above about 9.5%
# Target sequence (P19174 whole entry, looked up): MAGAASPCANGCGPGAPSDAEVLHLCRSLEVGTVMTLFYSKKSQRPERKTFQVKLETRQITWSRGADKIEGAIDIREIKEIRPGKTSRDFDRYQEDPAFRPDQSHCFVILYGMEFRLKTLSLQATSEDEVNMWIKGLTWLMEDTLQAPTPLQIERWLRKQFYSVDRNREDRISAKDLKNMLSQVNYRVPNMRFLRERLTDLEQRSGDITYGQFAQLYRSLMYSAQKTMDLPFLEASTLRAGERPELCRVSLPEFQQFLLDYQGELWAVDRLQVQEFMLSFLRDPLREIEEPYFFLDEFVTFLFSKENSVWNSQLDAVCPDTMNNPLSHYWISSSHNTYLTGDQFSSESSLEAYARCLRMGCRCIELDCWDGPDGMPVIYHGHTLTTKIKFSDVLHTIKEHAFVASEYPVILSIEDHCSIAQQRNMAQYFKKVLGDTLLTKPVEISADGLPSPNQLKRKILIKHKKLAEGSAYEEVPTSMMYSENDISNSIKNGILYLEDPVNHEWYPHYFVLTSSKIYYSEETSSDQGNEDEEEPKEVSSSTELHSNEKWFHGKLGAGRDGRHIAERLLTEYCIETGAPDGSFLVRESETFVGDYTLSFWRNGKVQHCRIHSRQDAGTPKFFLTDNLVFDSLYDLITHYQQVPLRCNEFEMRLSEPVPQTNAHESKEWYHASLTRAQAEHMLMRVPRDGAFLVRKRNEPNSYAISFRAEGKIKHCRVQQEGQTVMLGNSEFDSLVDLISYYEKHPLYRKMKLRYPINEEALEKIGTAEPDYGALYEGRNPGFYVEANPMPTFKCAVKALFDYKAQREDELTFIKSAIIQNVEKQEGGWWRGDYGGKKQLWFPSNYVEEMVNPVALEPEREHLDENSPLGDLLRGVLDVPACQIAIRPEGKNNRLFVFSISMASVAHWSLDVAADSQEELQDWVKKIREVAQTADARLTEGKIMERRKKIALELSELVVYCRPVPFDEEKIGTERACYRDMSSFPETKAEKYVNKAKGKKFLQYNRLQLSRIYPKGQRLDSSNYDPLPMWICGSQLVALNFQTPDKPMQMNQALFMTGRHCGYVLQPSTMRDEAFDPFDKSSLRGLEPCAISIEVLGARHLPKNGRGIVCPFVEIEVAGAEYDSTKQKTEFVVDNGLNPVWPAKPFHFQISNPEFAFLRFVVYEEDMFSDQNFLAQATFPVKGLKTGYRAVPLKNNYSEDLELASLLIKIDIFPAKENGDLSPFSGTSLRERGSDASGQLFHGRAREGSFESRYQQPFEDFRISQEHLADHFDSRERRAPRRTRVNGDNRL
# ARFGAP1 inhibitor = rat ARFGAP1 inhibition. Q62848. Arfgap1-stimulated ARF1 GTP hydrolysis, GDP FP detection. inhibition, % at 16.5 µM. hit rate 0.26% among 360,000. AID 651572;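 active = inhibition above a per-plate limit, mean inhibition of low control wells plus 3 SD, cut at about 25% in these data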;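 also: 0% = DMSO wells with enzyme and 100% = wells lacking Arfgap1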
#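 Material: rat Arfgap1 catalytic domain, aa 1-136; also added: human ARF1(Δ1-17)-GTP substrate; compound dosing: one concentration, 16.5 µM, DMSO 1.26%; incubation: GTP hydrolysis reaction 2 h at 25 °C; measured by: Tracer-displacement fluorescence polarization with EDTA stop, 620/688 nm; evaluation: % inhibition from polarization; repeats: one replicate per compound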
# DDE Tn7 FP inh = disrupts Tn7 cyclic peptide binding to fibrin D-Dimer-E complex | P02675 | FP displacement of FITC-Tn7 peptide from fibrin DD(E); 0% = median of compound wells per plate | inhibition, % at 8.3 µM | hit rate 0.13% among 370,000 | AID 720508;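 active = inhibition above the mean of compounds falling within the control limits plus 3 SD of them, cut at about 14% in these data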;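 also: 0% = plate median of compound wells and 100% = 10 µM Aha-Tn7 peptide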
#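 Measure: % inhibition scaled between sample-field median and high-control FP; Test system: human fibrin DD(E); Quantity: 2 µM final DD(E) protein; Doses: one dose, 8.3 µM nominal; Schedule: compound with protein 10 min, then 3 h after probe, room temperature; Detection: fluorescence polarization; Medium: Tris buffer with calcium and detergent, pH 7.8.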
# Tn6 DDE FP = disrupts Tn6 cyclic peptide binding to fibrin D-Dimer-E complex | P02675 | Fibrin DD(E) TRITC-Tn6 fluorescence polarization displacement | inhibition, % at 8.3 µM | hit rate 0.21% among 370,000 | AID 720509;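 active = inhibition above a per-campaign cutoff: mean of compounds within control limits plus 3 SD, cut at about 15% in these data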;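 also: 0% = median of all compound wells on the plate and 100% = blocking peptide control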
# LEDGF integ inh = blocks HIV-1 LEDGF/p75-dependent DNA integration; TR-FRET IN-LEDGF/p75 DNA integration, Eu/Cy5; inhibition, % at 3.7 µM; hit rate 0.64% among 370,000; AID 743269;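 active = inhibition above the screen-wide mean plus 3 SD, cut at about 13% in these data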;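 also: signal is the Cy5 over europium emission ratio at 671 and 618 nm; 0% = plate median of compound wells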
# ADAM10 inh = ADAM10 inhibition, QFRET primary screen | O14672 | recombinant ADAM10, EDANS/DABCYL FRET peptide cleavage, 3 h | inhibition, % at 7 µM | hit rate 0.62% among 370,000;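 active = inhibition above a per-campaign cutoff equal to the mean of compounds falling between control-based bounds plus 3 SD, cut at about 20% in these data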;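 also: 0% = DMSO wells while the 100% control is not disclosed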
# * marks the source's active call; other numbers are inactive results; i = inactive. Hits appear at their usual frequency; 4.2% or so of the library scored in one or more.
molecule	ADAM17 inh	TDP2 absorb	ASAP1 inh	KLK7 zymogen act	PLC-gamma1 inh	ARFGAP1 inhibitor	DDE Tn7 FP inh	Tn6 DDE FP	LEDGF integ inh	ADAM10 inh
NNS(=O)(=O)c1ccc(N2CCCC2=O)c([N+](=O)[O-])c1	-10	3	-6	0.3	-2	8	0	-4	0	-3
O=C(Nc1ccccc1N1CCCCC1)C1CC(=O)N(c2ccccc2F)C1 (stereo not drawn)	-3	-10	5	0.1	-5	-4	-4	-5	5	-6
O=C(O)c1ccc2c(c1)S(=O)(=O)c1cc(Cl)ccc1C2=O	-11	2	2	0.8	-7	12	2	-3	1	-13
CC(=O)N(CN1C(=O)C2C3C=CC(C3)C2C1=O)c1cccc(Cl)c1 (stereo not drawn)	-1	6	-6	0.6	2	0	0	6	-1	0
O=C(CSc1ccc(Cl)cc1)Nc1ccc(C2SCCS2)cc1	-1	-11	-6	-0.3	0	13	-3	-2	4	6
COc1ccc(NC(=O)CSCC(=O)NC2(C)CCS(=O)(=O)C2)cc1 (stereo not drawn)	-4	6	6	0.0	-1	-4	-6	-6	1	0
Cc1ccc(NC(=O)c2oc3c(c2C)C(=O)CC(C)(C)C3)cc1	1	-2	1	-0.7	8	-1	0	-1	-3	9
CC1CN(C(=O)CN2C(=O)NC3(CCCCCC3)C2=O)CC(C)O1 (stereo not drawn)	-10	-1	5	-0.9	0	13	7	3	-3	0
COc1ccccc1NS(=O)(=O)c1cc(C(=O)Nc2ccc(S(=O)(=O)Nc3onc(C)c3C)cc2)ccc1C	-2	-1	-3	-0.4	2	5	-6	-6	0	-9
CC1CCC(NC(=O)CSc2nnnn2C)CC1 (stereo not drawn)	-7	-9	6	0.2	5	4	-2	-6	-2	-9
COc1cc(/C=N/NC(=O)c2c(C)nc3ccc(Cl)cn23)cc(OC)c1OC	-40	-1	8	36*	-40	7	-1	2	4	-106
COc1ccc(C(=O)N2CCN(c3nc(C4CC4)nc4sc(C)c(C)c34)CC2)cc1	4	3	4	-0.8	0	7	-1	-4	-1	1
CCS(=O)(=O)c1nc2ccccc2n1Cc1ccccn1	-3	20	0	0.0	-3	1	1	-5	-2	-12
COc1ccc(C2NC(=O)NC(C)=C2[N+](=O)[O-])cc1OC (stereo not drawn)	7	-12	-8	-0.3	5	3	-2	-5	0	8
COC(=O)CCn1nnc(-c2ccc(C(C)C)cc2)n1	-1	-6	0	0.6	-5	-6	4	4	1	6
CN1CCN(C(=O)c2ccccc2NS(=O)(=O)c2ccc(F)cc2)CC1	-1	9	-16	-0.1	1	-22	-4	5	1	-6
O=C(c1ccc(S(=O)(=O)Cc2ccccc2F)c([N+](=O)[O-])c1)N1CCCCCC1	1	-15	-4	0.6	7	3	-7	-8	7	14
Cc1ccc(C(=O)N(C)CC(=O)Nc2ccc(N3CCOCC3)cc2)s1	-2	-4	1	0.4	-4	0	3	0	-1	-6
CCC(=O)c1ccc(OCc2cn(CC(=O)c3ccc(O)cc3)nn2)cc1	0	1	0	0.3	0	1	-2	6	7	3
CCCCCn1c(SCC(=O)OCC)nc2cc(C(=O)N3CCC(C(N)=O)CC3)ccc2c1=O	4	3	-4	-0.2	1	-3	-5	-2	3	-1
Cc1ccccc1OCC(O)Cn1c2ccccc2c2ccccc21 (stereo not drawn)	8	-2	-1	-2.9	6	0	-4	6	2	13
Cc1cc(C)cc(NC(=O)CSc2cc(C(=O)c3nccn3C)c3ccccc3n2)c1	1	0	-9	-0.1	0	25*	-4	-2	2	4
O=C(O)CSc1c2ccccc2cc2ccccc12	-20	19	-5	1.7	-38	2	0	-3	0	-53
CN(C(=O)COC(=O)c1ccc2c(c1)NC(=O)CS2)C1CCS(=O)(=O)C1 (stereo not drawn)	-2	7	-4	0.7	-1	3	5	5	0	-4
Fc1ccc(NC(=S)NCc2ccccn2)cc1	-3	2	-14	0.0	-5	8	5	1	2	-2
Cc1ccc(C(=O)Cn2cnc3ccccc3c2=O)cc1C	-3	11	-9	-0.2	4	-4	3	6	-2	0
Cc1ccccc1S(=O)(=O)N(C)C[C@@H]1OCc2cnnn2CCCC(=O)N([C@@H](C)CO)C[C@H]1C	-4	-1	6	0.1	1	5	7	2	-2	-17
Cc1cccc(NC(=O)c2nc[nH]c2C(=O)NCCCCNC(=O)c2[nH]cnc2C(=O)Nc2cccc(C)c2)c1	-1	5	-6	-0.5	3	10	4	-3	0	5
Nc1nonc1C(=O)N/N=C/c1cccc([N+](=O)[O-])c1	-2	6	-2	0.5	-1	4	-5	-4	0	-2
CC1CC(C)CN(C(=O)CSc2nnc(-c3ccco3)o2)C1 (stereo not drawn)	3	2	3	0.6	2	-7	2	4	3	6

# Quoted from the listing.
# COc1ccc(C2NC(=O)NC(C)=C2[N+](=O)[O-])cc1OC (stereo not drawn) in ARFGAP1 inhibitor: 3
# CC(=O)N(CN1C(=O)C2C3C=CC(C3)C2C1=O)c1cccc(Cl)c1 (stereo not drawn) in KLK7 zymogen act: 0.6

# More entries follow:
molecule	ADAM17 inh	TDP2 absorb	ASAP1 inh	KLK7 zymogen act	PLC-gamma1 inh	ARFGAP1 inhibitor	DDE Tn7 FP inh	Tn6 DDE FP	LEDGF integ inh	ADAM10 inh
O=C(CSc1ccccn1)Nc1ccc(F)c([N+](=O)[O-])c1	-1	-1	8	0.1	0	10	0	0	1	3
CSc1ncc(Cl)c(C(=O)Nc2ccc(S(=O)(=O)Nc3nccc(C)n3)cc2)n1	2	3	-1	-0.5	-3	16	-4	-4	0	-2
Cc1cccc(-n2cnc(C(=O)N/N=C\c3ccc(Br)cc3)c2)n1	-4	2	14	-0.8	1	-4	-1	-6	-1	-3
O=C(NCC(=O)N1CCCCCCC1)c1ccc(Cl)cc1	-1	8	1	0.3	-1	0	-3	-5	-2	-6
CCNC(=S)NCCN1CCOCC1	2	-10	0	0.2	9	-10	-8	5	2	6
FC(F)(F)c1ccccc1NC(=S)Nc1cccc2cnccc12	-5	23	1	0.5	-7	-2	10	2	2	-3
O=S(=O)(Cc1ccccc1)Nc1ccc(F)cc1	-4	11	-3	0.2	0	-14	11	6	-3	-3
CCc1ccc2oc(=O)cc(CN3CCC(C)CC3)c2c1	-8	9	-2	0.2	-8	-11	-3	3	2	-9
O=C(c1ccccc1)c1ccc(Sc2ccc([N+](=O)[O-])cc2)cc1	-5	15	2	0.1	2	0	3	5	1	-3
CN(C)CCn1cnc2c1c(=O)n(C)c(=O)n2C	1	4	-11	0.7	0	1	1	-1	6	-2
CCOC(=O)CNc1nc(Cl)nc(Nc2ccc(OC)cc2OC)n1	1	2	1	-0.6	1	-1	6	-8	-3	5
COc1ccc(OC)c(C2C(C(N)=O)=C(C)Nc3nc(CCCO)nn32)c1 (stereo not drawn)	-5	6	-2	0.2	-5	4	-4	3	-5	-26
CC(=O)OC(C(=O)N1CCN(c2ccc(F)cc2)CC1)c1ccccc1 (stereo not drawn)	-6	0	-1	0.3	-1	3	2	-3	0	-5
O=C(O)c1ccc2c(c1Sc1ccccc1)C(=O)c1ccccc1C2=O	-5	-8	-13	-0.1	-5	1	5	-1	-4	3
O=C(CNS(=O)(=O)c1ccc(F)c(Cl)c1)N1CCCCCC1	1	7	-8	0.0	2	3	3	2	2	-2
Cc1ccc(SCCN2CCN(Cc3ccccc3)CC2)cc1	-1	6	0	0.0	1	-6	2	10	-5	-8
CN1CCCC(OC(=O)c2ccc(C(C)(C)C)cc2)C1 (stereo not drawn)	1	1	8	0.1	2	-1	-2	3	-4	-12
Cc1c(C(=O)NCc2ccccc2C(F)(F)F)sc(=O)n1Cc1ccc(Cl)c(Cl)c1	5	5	3	0.8	-4	-2	3	-7	-3	10
N#Cc1c(N)nc(SCc2ccncc2)c(C#N)c1-c1cccs1	-3	-10	-1	1.7	-64	-4	-3	0	-1	-7
O=C(CCc1ccccc1Cl)NC1CCCN(c2ccc(C(F)(F)F)cn2)C1 (stereo not drawn)	-3	7	2	0.0	1	-8	5	-5	0	-5
O=C(O)C1C2CCC(C2)C1C(=O)Nc1nc2ccccc2s1 (stereo not drawn)	-2	-1	2	-0.1	-1	-2	-1	0	-1	3
COc1ccc(CN2CCNC(=O)C2CC(=O)N(C)Cc2nccn2C)cc1OC (stereo not drawn)	-9	2	-6	0.2	-8	1	6	-1	-3	-12
CC(O)(c1cccnc1)c1nc(-c2ccc3c(c2)OCO3)cs1 (stereo not drawn)	-1	4	6	-0.3	-2	17	-2	2	0	-11
O=C(NCCCN1CCOCC1)c1cc2nc(-c3ccco3)cc(C(F)(F)F)n2n1	-136	-1	-6	15*	i	-9	-6	0	-2	-380
COc1ccc(/C=N/N2C(=O)C3C4C=CC(C4)C3C2=O)cc1[N+](=O)[O-] (stereo not drawn)	-6	1	8	0.5	-2	15	1	4	-5	1
CN(Cc1ccccc1)C(=O)COc1ccc(C(C)(C)C)cc1	-2	-16	1	0.8	3	-7	-2	-3	4	12
COc1ccccc1N1CCN(S(=O)(=O)c2ccc3c(c2)NC(=O)C(C)S3)CC1 (stereo not drawn)	0	-20	-4	0.6	4	10	0	0	4	13
COc1ccc(C2C(C#N)=C(N)Oc3cc(O)ccc32)cc1OC (stereo not drawn)	-4	-7	16	0.3	-26	8	-10	-7	4	-5
CCCn1c(SCC(=O)N2CCN(c3ccccc3)CC2)nc2ccccc2c1=O	-2	8	11	0.2	-1	6	-6	-2	-1	0
CC(C)(/C=N/O)/[N+]([O-])=C/c1ccco1	0	2	13	-0.2	4	0	0	-5	1	4
CCN1C[C@@H]2[C@@H]3C(=O)N(Cc4ccccc4)C(=O)[C@@H]3[C@](C)(C1=O)N2C(=O)c1ccc(Cl)cc1	-2	-6	-13	0.6	0	2	5	3	-1	-4
Cn1ccc2c(-c3ccc(CO)cc3)cc3c(c21)C1CCC3C1 (stereo not drawn)	-79	0	6	-8.0	-108	0	-5	-8	2	-268
